NALP1 yeast inh: blocks the NALP1 inflammasome reconstituted in yeast; actives 0.61% (n = 280,000); S. cerevisiae NALP1/ASC/caspase-1 growth, X-gal OD620, 72 h; inhibition, % at 10 µM; AID 2071; in the data active = inhibition mostly above about 24%, no sharp cut-off; inactive = mostly below about 32%; note: some compounds called inactive have numbers as strong as hits
MEKK2 mut-MEK5: signal of MEK5 binding to mutant human MEKK2 PB1 domain; actives 0.35% (n = 290,000); bead flow cytometry, Alexa488-MEK5 binding to MEKK2 mutant; percent response, % at 10 µM; AID 1530; in the data active = percent response above about 24%, passing the limit was not always enough; note: inactives centre near 1; some results filed as inactive read as strong as hits
OXTR ag: activates the human oxytocin receptor | CHO-OTR cells, Fluo-8 calcium fluorescence; normalized: DMSO 0%, oxytocin 100% | activation, % at 3 µM | P30559 | actives 0.32% (n = 320,000);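 active = activation above the mean of all tested compounds plus 3 SD, cutoff set per screening run, cut at about 20% in these data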;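 note: peak over basal fluorescence ratio from a 100 s FLIPR kinetic read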
GalR3 antag: antagonists of human GalR3 | O60755 | HEK293 GalR3-CNG cAMP membrane potential fluorescence; galR3 body fused to GalR1 C-terminus | inhibition, % at 3 µM | actives 0.44% (n = 360,000) | AID 651719;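 active = inhibition above the screen-wide average plus 3 SD, cut at about 13% in these data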;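 note: forskolin and galanin both at EC90 stimulate the cells; cAMP rise reported by CNG channel membrane potential dye signal; 0% = forskolin plus galanin with DMSO and 100% = forskolin alone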
Target sequence (O60755 1-299 limits assumed): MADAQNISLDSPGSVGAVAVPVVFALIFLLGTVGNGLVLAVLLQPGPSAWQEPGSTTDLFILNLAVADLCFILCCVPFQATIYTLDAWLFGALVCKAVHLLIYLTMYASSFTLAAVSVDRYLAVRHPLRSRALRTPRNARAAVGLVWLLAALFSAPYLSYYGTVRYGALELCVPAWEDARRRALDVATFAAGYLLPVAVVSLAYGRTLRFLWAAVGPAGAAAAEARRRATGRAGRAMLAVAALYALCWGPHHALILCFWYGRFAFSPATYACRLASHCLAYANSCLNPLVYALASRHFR
GPR7 antag: antagonists of human GPR7 (neuropeptides B/W receptor 1); P48145; GPR7-expressing cells, fluorescence antagonist assay; inhibition, % at 4.4 µM; actives 1.1% (n = 290,000); in the data active = inhibition above about 16%, passing the limit was not always enough;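 note: cells stimulated with the agonist NPW; 0% = agonist with vehicle and 100% = vehicle without agonist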
Target sequence (P48145 whole entry, looked up): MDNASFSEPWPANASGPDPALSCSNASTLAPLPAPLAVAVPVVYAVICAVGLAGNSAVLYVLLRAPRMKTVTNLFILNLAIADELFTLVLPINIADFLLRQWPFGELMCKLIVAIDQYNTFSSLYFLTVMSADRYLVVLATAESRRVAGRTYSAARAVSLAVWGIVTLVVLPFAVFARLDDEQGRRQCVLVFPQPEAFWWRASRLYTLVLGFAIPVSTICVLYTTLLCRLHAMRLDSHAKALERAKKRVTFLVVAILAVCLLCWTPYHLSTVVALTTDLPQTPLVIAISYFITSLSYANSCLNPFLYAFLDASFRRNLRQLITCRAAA
M18AAP inhibitor: PfM18AAP enzyme inhibition. recombinant PfM18AAP, H-Glu-NHMec fluorogenic cleavage. inhibition, % at 7.35 µM. actives 1.2% (n = 290,000);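 active = inhibition above the campaign mean inhibition over all tested compounds plus 3 SD, cut at about 28% in these data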;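 note: 0% = plate median of test compound wells and 100% = 2 mM ZnCl2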
MEKK2wt PB1 HTS: raises or lowers MEK5 binding to wildtype human MEKK2 PB1 domain; bead flow cytometry, Alexa488-MEK5 binding to MEKK2 WT; actives lie on both sides; binding response (% of control), % at 10 µM; actives 1.1% (n = 290,000); AID 1531; in the data active = binding response below about 67% or above about 130%
OXTR potentiator: human OXTR potentiation | P30559 | CHO-OTR cells, Fluo-8 calcium fluorescence, potentiator mode; 0% = oxytocin EC15, 100% = EC100 | activation, % at 3 µM | actives 0.061% (n = 320,000);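 active = activation above that plate's cutoff, the mean activation of tested compounds plus 3 SD, cut at about 6.6% in these data, passing the limit was not always enough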;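 note: 100% uses oxytocin at 75 nM as the full agonist control; some results filed as inactive read as strong as hits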
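Material: CHO-OTR cells, human receptor; compound dosing: single dose, 3.0 µM nominal final compound concentration; schedule: 6 min compound pre-incubation at room temperature, 100 s kinetic read; measured by: kinetic Fluo-8 calcium fluorescence; read-out basis: % activation vs EC15 and EC100 oxytocin; controls: EC15 oxytocin alone as 0%, 75 nM oxytocin as 100%; replicates: singlicate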
V1aR counter: counter-screen for oxytocin receptor agonists: human V1a receptor agonists | actives 0.25% (n = 320,000) | P37288 | activation, % at 3 µM | CHO-V1R cells, Fluo-8 calcium fluorescence, agonist mode; 0% DMSO, 100% 3 nM vasopressin;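 active = activation above the mean activation of all tested compounds plus 3 SD, per screening run, cut at about 20% in these data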;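 note: signal is peak over basal fluorescence ratio across a 100 second FLIPR read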
Target sequence (P37288 whole entry, looked up): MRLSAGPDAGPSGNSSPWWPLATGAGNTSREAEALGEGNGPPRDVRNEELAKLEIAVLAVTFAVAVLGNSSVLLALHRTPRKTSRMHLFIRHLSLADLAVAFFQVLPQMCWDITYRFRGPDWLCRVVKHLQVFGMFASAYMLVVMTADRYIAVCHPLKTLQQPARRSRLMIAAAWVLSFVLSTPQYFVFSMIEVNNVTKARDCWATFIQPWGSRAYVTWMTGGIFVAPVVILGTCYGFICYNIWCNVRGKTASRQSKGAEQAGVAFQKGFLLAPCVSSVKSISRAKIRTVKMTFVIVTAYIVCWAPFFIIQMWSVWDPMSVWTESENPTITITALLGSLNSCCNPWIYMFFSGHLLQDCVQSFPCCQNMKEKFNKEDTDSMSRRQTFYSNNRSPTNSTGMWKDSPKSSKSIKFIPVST
An asterisk follows results filed as active; · = no result given.

SMILES	NALP1 yeast inh	MEKK2 mut-MEK5	OXTR ag	GalR3 antag	GPR7 antag	M18AAP inhibitor	MEKK2wt PB1 HTS	OXTR potentiator	V1aR counter
COc1cc(NC(=O)CSc2nnnn2Cc2ccccc2)cc(OC)c1	3	-1	2.9	-9	13	-1	91	-4	0.8
CC(OC(=O)c1cccnc1)C(=O)Nc1ccc2c(c1)OCO2 (configuration not stated)	17	-1	-1.1	-6	-14	-4	93	-6	0.7
COc1cc(C(=O)Nc2nc3ccc(C)cc3s2)ccc1OCc1c(C)noc1C	-6	-5	0.9	3	4	-22	94	-6	0.0
CC1CCN(c2c(NCc3ccc(C(=O)N4CCc5ccccc54)cc3)c(=O)c2=O)CC1	12	9	-1.5	0	-1	1	107	-3	-0.8
Cc1cc(=O)n2nc(N3CCCC(C(=O)NCCc4ccc(Cl)cc4)C3)sc2n1 (configuration not stated)	2	1	-1.3	-7	-8	-1	102	4	0.3
CCCCN(CC)CCCNC(=O)c1cc2cc3ccc(C)cc3nc2o1	18	8	-1.3	-9	-4	0	107	-10	0.8
Cc1ccc(NC(=O)CSc2sc3c(O)cc(=O)[nH]c3c2C#N)cc1C	3	4	0.4	1	-8	10	100	0	0.7
O=C(c1cc2cc(Br)ccc2oc1=O)N1CCCC1	-3	-11	1.0	-2	-5	0	91	2	0.6
COCCNC(=O)c1cc(-c2cccs2)on1	30	6	-0.7	2	-7	-2	107	-5	-0.5
COc1cc(CN2CCC(C(=O)NC3CCCC3)CC2)cc(OC)c1O	12	3	0.6	-1	3	11	107	0	0.0
O=C(NC1CCCC1)C1CC(O)CN1C(=O)Nc1ccccc1 (configuration not stated)	30	-3	0.6	-9	0	-3	102	-5	-0.6
CSc1nc2c(c(=O)[nH]1)C(c1cccc(Cl)c1Cl)CC(=O)N2 (configuration not stated)	-10	-1	-0.7	12	1	4	110	-12	0.0
Cc1c(/C=N/N2C(=O)C3C4C=CC(C4)C3C2=O)c2ccccc2n1C (configuration not stated)	29	17	-2.2	-8	-10	-9	107	-3	-0.2
CC(=O)C1=C(O)C(=O)N(CCc2c[nH]c3ccccc23)C1c1ccc(C)cc1 (configuration not stated)	-10	-7	0.4	-3	-2	1	97	-7	-0.1
O=C(NC1CCCCC1)N(CCN1CCCC1)Cc1cc2cc3c(cc2[nH]c1=O)OCCO3	·	20	-0.6	·	-9	14	117	-10	-0.1
CCN(CC)c1ccc(N2C(=O)/C(=C/c3cccs3)SC2=S)cc1	11	0	0.5	11	-14	2	108	-10	-0.3
O=C(COC(=O)CNS(=O)(=O)c1cccc(Br)c1)NC(=O)Nc1ccc2c(c1)OCCO2	29	-2	1.4	-4	-8	3	98	-7	1.9
CCOC(=O)c1c(C2CC2)csc1NC(=O)COC(=O)CCS(=O)(=O)c1ccc(C)cc1	-1	-15	0.2	-1	-9	-16	103	-5	1.2
COCc1cc(C)nc(OCC(=O)N/N=C/c2ccc(C)cc2)c1C#N	17	-19	-1.7	-3	17	0	91	-5	0.9
O=C(CN1C(=O)c2ccccc2C1=O)NC1CCCCCC1	13	-2	0.8	-8	-9	2	95	3	0.5
O=C(N/N=C/c1ccc2c(c1)OCO2)c1ccc(Br)o1	23	8	-0.9	-2	-1	-3	99	0	0.2
Cc1ccsc1C(=O)N(CC(C)C)c1c(N)n(Cc2ccccc2)c(=O)[nH]c1=O	4	6	1.3	-2	-9	10	104	-1	1.2
CC(C)[C@H](NS(=O)(=O)c1ccccc1)C(=O)OCC(=O)Nc1cccc(S(N)(=O)=O)c1	·	·	0.1	-6	·	·	·	-3	-0.4
COc1ccc(/C=N/NC(=O)c2ccc[nH]2)cc1	16	11	-1.7	-6	-15	5	111	-8	0.2
COc1ccc(/C(C)=N/N=C(N)N)c(OC)c1	4	3	1.8	-6	-13	-2	105	0	0.3
CN(CC1CCOCC1)C(=O)CC1C(=O)NCCN1Cc1cccc(Oc2ccccc2)c1 (configuration not stated)	4	9	-0.9	-1	4	-1	114	-6	-0.8
Cc1cc(C(=O)COC(=O)c2ccc[nH]c2=O)c(C)n1-c1ccc(Br)cc1	24	-1	-0.9	2	-10	6	98	1	-0.3
CCOc1ccc(N2CC(C(=O)Nc3ccccc3N3CCOCC3)CC2=O)cc1 (configuration not stated)	-10	1	-0.2	-3	-13	-6	94	-4	-0.1
CS(=O)(=O)N(CC(=O)Nc1ccc(S(=O)(=O)N2CCCC2)cc1)c1ccccc1	14	-3	1.1	-1	11	3	96	-7	1.2
CCOc1ccc(NC(=S)NCc2ccco2)cc1	-8	-7	-1.0	-7	-13	-9	94	2	-0.5

Six of the compounds above, as a markdown table.
| canonical_smiles | NALP1 yeast inh | MEKK2 mut-MEK5 | OXTR ag | GalR3 antag | GPR7 antag | M18AAP inhibitor | MEKK2wt PB1 HTS | OXTR potentiator | V1aR counter |
| --- | --- | --- | --- | --- | --- | --- | --- | --- | --- |
| COc1cc(NC(=O)CSc2nnnn2Cc2ccccc2)cc(OC)c1 | 3 | -1 | 2.9 | -9 | 13 | -1 | 91 | -4 | 0.8 |
| CC(OC(=O)c1cccnc1)C(=O)Nc1ccc2c(c1)OCO2 (configuration not stated) | 17 | -1 | -1.1 | -6 | -14 | -4 | 93 | -6 | 0.7 |
| COc1cc(C(=O)Nc2nc3ccc(C)cc3s2)ccc1OCc1c(C)noc1C | -6 | -5 | 0.9 | 3 | 4 | -22 | 94 | -6 | 0.0 |
| CC1CCN(c2c(NCc3ccc(C(=O)N4CCc5ccccc54)cc3)c(=O)c2=O)CC1 | 12 | 9 | -1.5 | 0 | -1 | 1 | 107 | -3 | -0.8 |
| Cc1cc(=O)n2nc(N3CCCC(C(=O)NCCc4ccc(Cl)cc4)C3)sc2n1 (configuration not stated) | 2 | 1 | -1.3 | -7 | -8 | -1 | 102 | 4 | 0.3 |
| CCCCN(CC)CCCNC(=O)c1cc2cc3ccc(C)cc3nc2o1 | 18 | 8 | -1.3 | -9 | -4 | 0 | 107 | -10 | 0.8 |

The listing continues.
SMILES	NALP1 yeast inh	MEKK2 mut-MEK5	OXTR ag	GalR3 antag	GPR7 antag	M18AAP inhibitor	MEKK2wt PB1 HTS	OXTR potentiator	V1aR counter
OC(CNCCC1C=Nc2ccccc21)Cn1c2ccc(Cl)cc2c2cc(Cl)ccc21 (configuration not stated)	101*	13	19	-1	6	13	133	-7	11
Cc1noc(/C=C/c2cccnc2)c1[N+](=O)[O-]	28	9	-0.3	-8	2	18	106	-12	0.5
O=C(O)CCCN1C(=O)C2C3c4ccccc4C(c4ccccc43)[C@@H]2C1=O (some centres not stated)	17	-1	0.6	-11	-7	-4	97	-2	0.5
Cc1ccc(C(=O)NC(C)c2nc3ccccc3n2CC(=O)Nc2c(C)cc(C)cc2C)cc1 (configuration not stated)	·	1	0.1	·	-12	2	91	-12	0.0
Cc1cc(=O)n(C)c(=O)n1CCCNc1ccccc1	19	-1	1.9	-8	-7	-4	98	0	1.3
CN1C(=O)c2cccc(NC(=O)CCc3ccccc3)c2C1=O	0	6	-1.7	1	-2	-5	116	-1	-1.3
O=C(Nc1ccccc1Cl)c1ccc2nccnc2c1	16	0	0.0	-7	-2	0	100	-3	-0.8
COc1cccc(/C=C2\N=C(SC)SC2=O)c1OC	-2	0	-0.5	-4	9	3	95	0	-0.3
CCN1CCN(c2ccc(S(=O)(=O)N3CCCCC3)cc2NC(=O)c2cccc(OC(F)F)c2)CC1	·	·	5.4	-2	·	·	·	-2	1.9
Cc1sc2ncnc(SCC(=O)Nc3ncccc3O)c2c1C	·	·	0.1	-5	·	·	·	4	0.6
COc1cc(C2C(C#N)=C(N)OC3=C2C(=O)CC(C)(C)C3)ccc1OCCN1CCOCC1 (configuration not stated)	-6	2	-1.2	-2	-13	-3	97	-8	-0.5
COc1ccc(CNC2CC(=O)N(C)C2=O)cc1 (configuration not stated)	6	4	0.9	-7	2	0	106	-1	0.1
CCC/C(=N/NC(=O)c1ccccc1Cl)c1ccccc1	14	8	-1.1	-4	-7	6	99	-23	-0.7
COc1ccc(C(=O)NCc2c(C)oc(C)c2C(=O)O)cc1	8	4	0.3	-3	-7	4	115	-1	1.6
CCOc1ccc(C(C(=O)NC2CCCC2)N(CCOC)C(=O)CNC(=O)c2ccco2)cc1 (configuration not stated)	13	1	1.8	-8	-13	-11	104	7	0.1
Cc1ccc(NC(=O)C2CC(=O)n3c(nc4ccccc43)N2)cc1 (configuration not stated)	17	-3	-0.8	-9	9	-7	95	1	0.8
O=C(Nc1nc2ccc(Cl)cc2s1)c1ccco1	-7	4	-0.2	-2	-1	0	108	-5	0.6
O=C(C/C=N/OCc1ccc(Cl)cc1)c1cnc(-c2ccccc2)s1	8	3	-1.5	-4	-2	3	108	-7	0.0
O=C(/C=C/c1c[nH]c2ccccc12)c1cccc2ccccc12	15	15	-1.1	-4	-2	4	105	-4	-0.5
Brc1ccc2c(c1)OCCOCCOCCOCCOCCOCCO2	33	-2	-0.5	1	3	-2	92	-2	3.0
CCOC(=O)c1[nH]c(COC(=O)CCCOc2ccccc2)c(C(=O)OCC)c1C	-4	-4	-1.6	·	·	·	99	-14	0.6
CCn1nnnc1SCC(=O)NC1CCCC1	13	5	0.6	-3	-5	3	105	-6	1.1
CN(CCC#N)C(=S)Nc1ccc(S(=O)(=O)N2CCOCC2)cc1	-3	1	-0.3	-10	2	5	109	-10	0.8
CCCN(C(=O)c1cccc(S(=O)(=O)N2CCCc3ccccc32)c1)C1CCS(=O)(=O)C1 (configuration not stated)	·	·	-0.3	-1	·	·	·	-3	1.2
O=C(NCc1ccccn1)c1ccc(OC2CCN(Cc3ccc(CO)o3)CC2)cc1	21	10	4.9	3	-6	5	114	-2	0.8
CCc1ccc(CN(C)Cc2nc(Cc3ccccc3)no2)nc1	-4	-6	-2.3	-3	8	12	86	-3	-0.5
COc1ccccc1N1CCN(C(=O)c2cc(-c3ccccc3O)on2)CC1	20	-4	1.5	-9	-2	0	99	-5	1.1
CCOc1ccc2nc(NCCNC(=O)C(C)C)c(C)cc2c1	8	2	-1.0	-4	-8	5	103	-12	-0.5
CCNC(=O)c1cccc(NC(=O)CC2SC(N3CCCCC3)=NC2=O)c1 (configuration not stated)	·	·	-0.1	2	·	·	·	-8	-0.7
Cc1cc(N2CCCCCC2)nc(-c2ccccc2O)n1	22	·	-1.6	0	-15	8	·	-11	-0.6
O=C(CCC(=O)N1CCOc2ccccc21)NC1CCN(Cc2ccccc2)CC1	10	5	-0.2	·	-7	-1	109	-5	-0.7
Cc1ccc2oc(=O)c(/C=C(\O)CC(C)C)nc2c1	32	-3	0.2	-6	-10	24	95	-7	0.9
COc1cccc(C(=O)N2CCN(Cc3ccccc3Br)CC2)c1	15	-1	1.6	-3	11	-1	97	-8	1.6
COc1ccc(CN(CCN)C2CC(C)N(C)CC2C)cc1 (configuration not stated)	8	9	1.9	-1	-14	-1	105	4	0.7
COC(=O)c1cc2occc2n1Cc1nc(-c2cccc(Cl)c2)oc1C	26	0	1.3	2	-10	4	107	3	0.3
C(=N\n1cnnc1SCc1ccccc1)/c1ccco1	12	6	0.6	-1	-2	5	107	-18	3.7

2 consecutive entries already listed, quoted:
SMILES	NALP1 yeast inh	MEKK2 mut-MEK5	OXTR ag	GalR3 antag	GPR7 antag	M18AAP inhibitor	MEKK2wt PB1 HTS	OXTR potentiator	V1aR counter
COC(=O)c1cc2occc2n1Cc1nc(-c2cccc(Cl)c2)oc1C	26	0	1.3	2	-10	4	107	3	0.3
C(=N\n1cnnc1SCc1ccccc1)/c1ccco1	12	6	0.6	-1	-2	5	107	-18	3.7

Source: PubChem BioAssay (several laboratories)
